Assay outcomes deposited in PubChem BioAssay by National Center for Advancing Translational Sciences (NCATS).
FEN1 inhibitor – human FEN1 inhibition; Recombinant FEN1 flap cleavage, fluorescence, 15 min; Potency, µM (titrated, usually from 114 µM), without a hit: at the highest dose activity change, negative = inhibition, most hits filed as inhibitors; actives 0.35% (n = 390,000); AID 588795; also: nearly all actives have a fitted effect of over 65% in size
Target sequence (P39748 whole entry, looked up): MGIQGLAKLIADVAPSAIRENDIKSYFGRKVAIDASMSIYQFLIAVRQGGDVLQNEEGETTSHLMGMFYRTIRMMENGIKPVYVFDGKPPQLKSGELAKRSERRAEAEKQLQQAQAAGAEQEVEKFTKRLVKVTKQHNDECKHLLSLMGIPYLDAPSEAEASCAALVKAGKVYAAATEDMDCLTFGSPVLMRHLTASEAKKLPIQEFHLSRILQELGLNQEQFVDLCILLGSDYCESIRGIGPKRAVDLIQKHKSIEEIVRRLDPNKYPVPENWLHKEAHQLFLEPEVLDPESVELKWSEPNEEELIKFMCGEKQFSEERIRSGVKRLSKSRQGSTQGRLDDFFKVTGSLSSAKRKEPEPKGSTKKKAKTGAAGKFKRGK
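Compounds are tested as a concentration series against 10 nM FEN1; after a 15 min room-temperature preincubation, 50 nM substrate starts cleavage, with plate reads at 0 and 15 min. Normalized responses are fitted by a Hill equation.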
N370S GC mod – inhibitors or activators of N370S glucocerebrosidase for Gaucher disease; Potency, µM (top dose mostly 59.4 µM), for the others: at the highest dose activity change, negative = inhibition, most hits filed as inhibitors; actives 0.092% (n = 330,000); N370S GC spleen homogenate, 4MU-glucoside fluorescence;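 also: 0% = full enzyme activity and -100% = no enzyme basal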
TDP1 inh – blocks human tyrosyl-DNA phosphodiesterase 1; actives 0.28% (n = 350,000); Potency, µM (highest dose often 130 µM), without a hit: at the top dose activity change, negative = inhibition, most hits filed as inhibitors; AID 485290; Q9NUW8; recombinant TDP1, AlphaScreen DNA substrate cleavage; also: nearly all actives have a fitted effect of over 40% in size
Target sequence (Q9NUW8 whole entry, looked up): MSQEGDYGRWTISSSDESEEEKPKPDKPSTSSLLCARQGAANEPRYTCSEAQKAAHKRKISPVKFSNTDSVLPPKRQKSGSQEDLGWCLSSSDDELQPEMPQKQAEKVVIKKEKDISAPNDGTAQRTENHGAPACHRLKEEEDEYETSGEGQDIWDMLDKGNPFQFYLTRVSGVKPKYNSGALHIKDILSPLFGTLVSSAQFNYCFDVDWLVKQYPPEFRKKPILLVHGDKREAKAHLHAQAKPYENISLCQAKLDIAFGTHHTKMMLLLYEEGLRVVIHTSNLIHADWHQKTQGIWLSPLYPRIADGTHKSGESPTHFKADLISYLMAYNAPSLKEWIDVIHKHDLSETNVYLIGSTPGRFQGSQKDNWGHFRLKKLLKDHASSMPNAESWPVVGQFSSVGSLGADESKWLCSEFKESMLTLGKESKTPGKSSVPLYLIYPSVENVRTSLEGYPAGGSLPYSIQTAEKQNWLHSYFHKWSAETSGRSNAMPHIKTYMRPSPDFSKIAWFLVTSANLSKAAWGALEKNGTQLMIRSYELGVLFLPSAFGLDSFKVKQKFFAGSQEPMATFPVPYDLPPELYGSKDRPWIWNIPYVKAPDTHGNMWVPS
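Signal: AlphaScreen proximity between streptavidin donor and anti-FITC acceptor beads on intact substrate. Reaction: Tdp1 1 nM, substrate 15 nM final, 5 min RT after 15 min compound preincubation.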
Numbers without * were called inactive; ? = inconclusive; . = no result given; & = joins results of further samples; [ ] = remark or other dose. Calls follow the shape of the dose curve; as a rule, active = well fitted curve in the direction sought with a large enough effect; inconclusive = small, poorly fitted or top-dose-only effect, or another doubt; inactive = no such curve, though single readings can be large; an effect the other way counts as inactive or inconclusive. Unless noted, % is scaled to controls: 0 for no effect and ±100 for the full control effect; potency is read from the fitted curve at half-maximal effect. An unsorted share of the library; 0.57% or so of the library scored in one or more.

SMILES | FEN1 inhibitor | N370S GC mod | TDP1 inh
COC(=O)c1ccc(/C=C2/SC(=S)N(CCCC(=O)Nc3ccc(O)cc3)C2=O)cc1 | 13% | -4% | 3%
Cn1c(=O)c2c(-c3ccccc3Cl)n(-c3cc(Cl)ccc3O)cc2n(C)c1=O | 2% | . | 10%
CC1CCN(S(=O)(=O)c2cn(CC(=O)Nc3ccc(OC(F)(F)F)cc3)cn2)CC1 | 18% | -1% | -17%
CCCCCCCC(=O)N/N=C(\C)c1ccc(N)cc1 | . | -4% | 4%
CCOC(=O)N1CCN(S(=O)(=O)c2ccc(F)cc2)CC1 | -7% | 5% | -1%
CCOc1cc(CNc2ccc3c(c2)OCCO3)cc(Br)c1OCC | -12% | -1% | 11%
COc1ccc2c(c1)c1c(c(=O)n(-c3cccc(Cl)c3)c(=O)n1C)n2C | 13% | . | 0%
CC(=O)NC(Cc1ccccc1)C(=O)NC1CCN(C(=O)NCc2ccccc2)CC1 (stereo not drawn) | 8% | 3% | 1%
O=C(CCN1C(=O)c2ccccc2C1=O)NCCN1CCOCC1 | 3% | -1% | 7%
COC(=O)C1=C(C)NC(C)=C(C(=O)OC)C1c1ccc(OC(=O)c2oc3ccccc3c2C)c(OC)c1 | -13% | 10% | 3%
O=C(NCC1OCCCN1S(=O)(=O)c1cc(F)ccc1F)C(=O)NC1CCCCCC1 (stereo not drawn) | 1% | -10% | 4%
Nc1cccc(C(=O)OCC(=O)c2ccccc2)c1 | -8% | 5% | -3%
CCOC(=O)/C(C#N)=N\Nc1ccc(S(=O)(=O)Nc2nc(C)cc(C)n2)cc1 | -6% | 6% | -1%
C=CCC(CC(O)COCCC)C(=O)NNC(=S)Nc1ccccc1 (stereo not drawn) | -6% | 2% | 7%
COc1ccc(C)cc1NC(=O)C1CCCN(S(=O)(=O)c2cccnc2)C1 (stereo not drawn) | 15% | -9% | 4%
O=C(Nc1ccc(Cl)cc1Cl)N1CCN(c2ncccn2)CC1 | -4% | 0% | 3%
COc1ccc(CN2C=C3C(=O)C(C)(OC(=O)CCc4ccccc4)C(=O)C=C3C=C2c2ccc(C#N)cc2)cc1 (stereo not drawn) | 10% | 1%[12.8 µM] | 10%[12.3 µM]
COc1cc(O)c(C(CC(=O)N2CCCC2)c2cc(OC)c(OC)c(OC)c2)c(OC)c1 (stereo not drawn) | 1%&6% | -1%&-10% | 14%
CCOc1ccc(-n2c(SCC(=O)NCc3ccco3)nc3c([nH]c4ccccc43)c2=O)cc1 | -16%&43% | . | -2%
O=C(O)C1CCCCC1C(=O)Nc1ccc(S(=O)(=O)N2CCCCC2)cc1 (stereo not drawn) | -14% | -15% | .
CCN(CC)C(=O)CSc1nnc(-c2ccc(S(=O)(=O)N3CCCC3)cc2)o1 | -4% | -2% | -2%
COc1ccc(Nc2cc(C(=O)NCCCN3CCOCC3)c3ccccc3n2)cc1 | 2% | -4% | 4%
CCn1nnnc1SCC(=O)N(C)C1CCS(=O)(=O)C1 (stereo not drawn) | 3% | . | -3%[56.1 µM]
COc1cc(OC)cc(N2C(=O)N(CC(=O)c3ccc(F)cc3)c3ccccc3S2(=O)=O)c1 | 8% | . | 5%
CCCCCCCCCC(=O)Nn1cnc2ccccc2c1=O | -20% | 12% | 4%

Arranged by formula weight (low to high): 20 of the compounds above.
SMILES | FEN1 inhibitor | N370S GC mod | TDP1 inh
Nc1cccc(C(=O)OCC(=O)c2ccccc2)c1 | -8% | 5% | -3%
CCCCCCCC(=O)N/N=C(\C)c1ccc(N)cc1 | . | -4% | 4%
CCCCCCCCCC(=O)Nn1cnc2ccccc2c1=O | -20% | 12% | 4%
CCOC(=O)N1CCN(S(=O)(=O)c2ccc(F)cc2)CC1 | -7% | 5% | -1%
CCn1nnnc1SCC(=O)N(C)C1CCS(=O)(=O)C1 (stereo not drawn) | 3% | . | -3%[56.1 µM]
O=C(Nc1ccc(Cl)cc1Cl)N1CCN(c2ncccn2)CC1 | -4% | 0% | 3%
C=CCC(CC(O)COCCC)C(=O)NNC(=S)Nc1ccccc1 (stereo not drawn) | -6% | 2% | 7%
COc1ccc2c(c1)c1c(c(=O)n(-c3cccc(Cl)c3)c(=O)n1C)n2C | 13% | . | 0%
COc1ccc(C)cc1NC(=O)C1CCCN(S(=O)(=O)c2cccnc2)C1 (stereo not drawn) | 15% | -9% | 4%
O=C(O)C1CCCCC1C(=O)Nc1ccc(S(=O)(=O)N2CCCCC2)cc1 (stereo not drawn) | -14% | -15% | .
CCOC(=O)/C(C#N)=N\Nc1ccc(S(=O)(=O)Nc2nc(C)cc(C)n2)cc1 | -6% | 6% | -1%
CCOc1cc(CNc2ccc3c(c2)OCCO3)cc(Br)c1OCC | -12% | -1% | 11%
Cn1c(=O)c2c(-c3ccccc3Cl)n(-c3cc(Cl)ccc3O)cc2n(C)c1=O | 2% | . | 10%
CCN(CC)C(=O)CSc1nnc(-c2ccc(S(=O)(=O)N3CCCC3)cc2)o1 | -4% | -2% | -2%
COc1cc(O)c(C(CC(=O)N2CCCC2)c2cc(OC)c(OC)c(OC)c2)c(OC)c1 (stereo not drawn) | 1%&6% | -1%&-10% | 14%
COC(=O)c1ccc(/C=C2/SC(=S)N(CCCC(=O)Nc3ccc(O)cc3)C2=O)cc1 | 13% | -4% | 3%
O=C(NCC1OCCCN1S(=O)(=O)c1cc(F)ccc1F)C(=O)NC1CCCCCC1 (stereo not drawn) | 1% | -10% | 4%
COc1cc(OC)cc(N2C(=O)N(CC(=O)c3ccc(F)cc3)c3ccccc3S2(=O)=O)c1 | 8% | . | 5%
CCOc1ccc(-n2c(SCC(=O)NCc3ccco3)nc3c([nH]c4ccccc43)c2=O)cc1 | -16%&43% | . | -2%
COc1ccc(CN2C=C3C(=O)C(C)(OC(=O)CCc4ccccc4)C(=O)C=C3C=C2c2ccc(C#N)cc2)cc1 (stereo not drawn) | 10% | 1%[12.8 µM] | 10%[12.3 µM]

Next part.
SMILES | FEN1 inhibitor | N370S GC mod | TDP1 inh
O=C(NCCc1ccccn1)C1CCCN1S(=O)(=O)c1ccc(Cl)cc1 (stereo not drawn) | -15% | -6% | 6%
COc1ccc(NC(=O)CCNS(=O)(=O)c2ccc3c(c2)CCC(=O)N3)cc1 | -14% | -30% | 4%
CCOC(=O)Cc1cc(=O)n2[nH]c(-c3ccccc3)c(-c3ccccc3)c2n1 | 0% | -3% | 10%
COc1ccc(CNC(=O)c2ccc3c(c2)N(Cc2cc(C)ccc2C)C(=O)CS3)cc1 | -4% | . | 6%
CCOC(=O)C(C)NC(=O)CCc1nnc2ccc(N3CCCCC3)nn12 (stereo not drawn) | 1% | -3% | .
COCCN(C(=S)Nc1ccccc1OC)C1CCN(C(C)C)CC1 | -1% | 4% | 5%
Cc1ccc(NC(=O)c2sc3nc(CCl)[nH]c(=O)c3c2C)c(C)c1 | -10% | 18% | 0%
O=c1oc2ccccc2cc1-c1csc(Nc2nc3ccc(F)cc3s2)n1 | . | -1% | 7%
COc1ccc(S(=O)(=O)NCC(=O)N(CC(=O)NCc2ccco2)Cc2ccc(F)cc2)cc1 | 4% | -9% | 6%[0.0935 µM]
CC(=O)OC1C[C@]2(C)[C@@H](CC(O)C3[C@]4(C)CCC(O)C(C)[C@@H]4CC[C@]32C)/C1=C(/CCC=C(C)C)C(=O)O (stereo partly drawn) | . | -7% | -2%[56.1 µM]
CCn1c(SCC(=O)NC2CCCC2)nnc1-c1ccco1 | -2% | -17% | .
CC1CC(C)CN(CCCNC(=O)CN2C(=O)CSc3ccc(S(=O)(=O)N4CCOCC4)cc32)C1 (stereo not drawn) | 0% | 0% | 1%
CCn1c(C)cc(/C=C2/SC(=S)N(CC(=O)O)C2=O)c1C | -11% | -2% | 3%
CCCC(=O)OC(C(=O)Nc1cc(C(F)(F)F)ccc1Cl)c1ccccc1 (stereo not drawn) | -17% | 5% | -6%
CCN1C(=O)c2cccc3c(S(=O)(=O)Nc4ccc(OC)cc4OC)ccc1c23 | 0% | 21% | 6%
Cc1ccc(/C=N/NC(=O)NC23CC4CC(CC(C4)C2)C3)o1 | -15% | ? | 11%
Cc1ccc(C(=O)CCC(=O)NCc2ccc(Cl)cc2)cc1 | 2% | . | 1%
CC(C)c1ccc(/C=C2\NC(=S)N(Cc3cccnc3)C2=O)cc1 | -4% | -10% | .
O=C(COC(=O)CSc1ccc([N+](=O)[O-])cc1)NCc1ccco1 | 6% | -1% | -1%
CCc1ccc(NC2=CC(=O)CC(c3ccco3)C2)cc1 (stereo not drawn) | -12% | -22% | 0%
COc1cccc(Cn2c(=O)cc(C)c3c(C)nn(C)c32)c1 | 10% | . | 2%
CCOc1ccc(N/C=C/C(=O)c2cc(OC)c(OC)c(OC)c2)cc1 | ? | -4% | .
CCc1nc(N2CCCCC2C)c2oc3ccccc3c2n1 (stereo not drawn) | -6% | ? | -3%
COc1ccc(CNS(=O)(=O)NCc2ccccc2)cc1OC | 1% | 10% | 1%
O=C(Cc1cccs1)Nc1cccnc1 | -1% | 5% | 1%
More records.
SMILES | FEN1 inhibitor | N370S GC mod | TDP1 inh
CCN1CC(CN(C)Cc2nc(-c3ccc(Cl)cc3)no2)CC1=O (stereo not drawn) | -5% | -19% | -13%
COCc1c(C(=O)N(C)Cc2ccccc2N2CCCC2)oc2ccccc12 | -7% | -9% | 6%
O=C(N[C@@H](Cc1ccccc1)C(=O)OCc1ccccc1)c1nc[nH]c1C(=O)NC1CCNCC1 | -1% | -17% | 2%
CC(c1ccccc1)C1CC(=O)N(c2cc(Cl)ccn2)C1=O (stereo not drawn) | -3% | 0% | -1%
CC(OC(=O)c1ccncc1)C(=O)Nc1ccc([N+](=O)[O-])cc1Cl (stereo not drawn) | -15% | -3% | 4%
CCc1ccc(S(=O)(=O)c2nnn3c2nc(NCc2cccs2)c2sccc23)cc1 | -1% | . | 5%
O=C(CC1SC(=Nc2ccccc2)N(CCc2ccccn2)C1=O)Nc1ccc(F)cc1 (stereo not drawn) | ? | -3% | 5%
O=C(COC(=O)c1c(Cl)cccc1Cl)Nc1cc(Cl)ccc1Oc1ccccc1 | -11% | 4% | 7%
Cc1ccc(-c2c(C(=O)NCc3ccccc3)oc(=O)c3ccccc23)cc1 | -2%&-9% | 10% | 9%&1%
COc1ccc(-c2cc(CNC(=O)CCl)on2)cc1 | 3% | -18% | 3%
O=C(c1ccc2c(c1)N(Cc1ccc(F)cc1)C(=O)c1ccccc1S2=O)N1CCOCC1 (stereo not drawn) | 3% | . | -1%
O=C(NCc1ccco1)C1CCCN1C(=O)Nc1ccc(Cl)cc1 (stereo not drawn) | ? | 6% | 0%
O=C(Cn1c(=O)c2cccn2c2ccccc21)NCc1ccccc1F | 0% | . | 9%
CCCCC(=O)O[C@]1(C(=O)CO)CC[C@H]2[C@@H]3CCC4=CC(=O)CC[C@]4(C)[C@H]3[C@@H](O)C[C@@]21C | 3% | -17% | 5%
O=C(C1CCN(C2CCN(C/C(Cl)=C/c3ccccc3)CC2)CC1)N1CCOCC1 | 3% | 8% | .
CCOc1ccc(C(=O)O/N=C(\N)c2ccccn2)cc1OCC | 0% | -2% | 0%
CCCCOc1ccc(C(=O)NCCc2csc3nc(-c4ccccc4F)nn23)cc1 | 9% | . | 1%
Cc1ccccc1CN1CCN(S(=O)(=O)c2ccc(Cl)s2)CC1 | -4% | -15% | -6%
Brc1ccc(C[n+]2ccccc2)cc1 | 21% | -4% | -2%
O=C(CCn1c(=O)oc2ccccc21)Nc1cccc(Br)c1 | 0% | -1% | 0%
Cc1cc(C)n(CCN(C)C(=O)C2CCC(=O)N(CCc3cccc(F)c3)C2)n1 (stereo not drawn) | -13% | -1% | 0%
Cc1cc(NS(=O)(=O)c2ccc(NC(=O)CN3C(=O)c4ccccc4C3=O)cc2)nc(C)n1 | -10% | 6% | 0%
COC(=O)C(CC(C)C)NC(=O)/C=C/c1ccc(Cl)cc1 (stereo not drawn) | -3% | 2% | 0%
Cc1ccc(S(=O)(=O)CCNC(=O)Cc2ccc(Cl)cc2)cc1 | -4% | 17% | 0%

Profiles, quoted from the list. Screens in order: FEN1 inhibitor	N370S GC mod	TDP1 inh
Listed for `Cn1c(=O)c2c(-c3ccccc3Cl)n(-c3cc(Cl)ccc3O)cc2n(C)c1=O` → 2%	.	10%
Listed for `O=c1oc2ccccc2cc1-c1csc(Nc2nc3ccc(F)cc3s2)n1` → .	-1%	7%
